Assay outcomes from PubChem.
ARFGAP1 inhibitor = inhibits rat ARF GTPase activating protein 1 | hit rate 0.26% among 360,000 | Arfgap1-stimulated ARF1 GTP hydrolysis, GDP FP detection | inhibition, % at 16.5 µM | AID 651572 | Q62848;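 active means inhibition above a per-plate limit, mean inhibition of low control wells plus 3 SD, cut at about 25% in these data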;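 further: 0% = DMSO wells with enzyme and 100% = wells lacking Arfgap1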
Target sequence (Q62848 1-136 limits assumed): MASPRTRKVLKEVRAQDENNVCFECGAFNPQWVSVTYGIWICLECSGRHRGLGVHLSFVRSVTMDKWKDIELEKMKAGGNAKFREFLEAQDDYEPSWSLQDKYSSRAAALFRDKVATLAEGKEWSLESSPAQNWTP
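Replicates: Single well per compound | Assay system: Truncated rat Arfgap1 GAP domain | Control set: No-Arfgap1 wells (100%) versus DMSO full-reaction wells (0%) | Times: Enzyme reaction 120 min at 25 °C after 20 min preincubation | Reagent: Human ARF1(Δ1-17)-GTP substrate | Measured by: Tracer-displacement fluorescence polarization with EDTA stop, 620/688 nm | Measure: Percent inhibition of Arfgap1-stimulated GTP hydrolysis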
ADAM17 inh = ADAM17 inhibition, QFRET primary screen; recombinant ADAM17, EDANS/DABCYL FRET peptide cleavage; inhibition, % at 6.95 µM; P78536; hit rate 0.83% among 370,000; AID 720648;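 active means inhibition above the mean of compounds lying between control limits plus 3 SD, set per campaign, cut at about 8.5% in these data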;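 further: 0% = DMSO-only wells as the low control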
Target sequence (P78536 215-824 limits assumed): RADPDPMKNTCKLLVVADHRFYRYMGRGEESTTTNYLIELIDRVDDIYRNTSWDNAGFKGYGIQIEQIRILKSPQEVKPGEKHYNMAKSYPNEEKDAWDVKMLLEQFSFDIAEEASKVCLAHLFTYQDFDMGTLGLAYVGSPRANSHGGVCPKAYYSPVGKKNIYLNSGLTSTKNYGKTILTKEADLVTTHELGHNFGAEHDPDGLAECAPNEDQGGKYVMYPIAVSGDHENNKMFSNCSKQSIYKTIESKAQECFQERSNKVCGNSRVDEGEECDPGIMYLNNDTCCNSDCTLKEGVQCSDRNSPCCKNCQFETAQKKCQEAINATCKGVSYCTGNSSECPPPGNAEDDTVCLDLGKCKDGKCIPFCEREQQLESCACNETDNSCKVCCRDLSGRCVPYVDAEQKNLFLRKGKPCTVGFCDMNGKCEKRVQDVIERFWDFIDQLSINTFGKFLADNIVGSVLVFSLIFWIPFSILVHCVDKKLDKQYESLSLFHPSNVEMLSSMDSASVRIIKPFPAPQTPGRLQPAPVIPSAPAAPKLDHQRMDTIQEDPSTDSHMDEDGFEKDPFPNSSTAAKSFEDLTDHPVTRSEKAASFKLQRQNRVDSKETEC
LEDGF integ inh = blocks HIV-1 LEDGF/p75-dependent DNA integration; AID 743269; hit rate 0.64% among 370,000; inhibition, % at 3.7 µM; TR-FRET IN-LEDGF/p75 DNA integration, Eu/Cy5;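 active means inhibition above the screen-wide mean plus 3 SD, cut at about 13% in these data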;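 further: signal is the Cy5 over europium emission ratio at 671 and 618 nm; 0% = plate median of compound wells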
DDE Tn7 FP inh = disrupts Tn7 cyclic peptide binding to fibrin D-Dimer-E complex | AID 720508 | P02675 | inhibition, % at 8.3 µM | FP displacement of FITC-Tn7 peptide from fibrin DD(E); 0% = median of compound wells per plate | hit rate 0.13% among 370,000;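 active means inhibition above the mean of compounds falling within the control limits plus 3 SD of them, cut at about 14% in these data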;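 further: 0% = plate median of compound wells and 100% = 10 µM Aha-Tn7 peptide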
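Test system – human fibrin DD(E) · Times – 10 min preincubation, 3 h with tracer, room temperature · Detection – fluorescence polarization of the labelled Tn7 tracer · Measure – percent inhibition normalized to high-control wells · Benchmarks – high control wells with 10 µM unlabelled Aha-Tn7 peptide (full inhibition) · Repeats – singlicate testing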
DDE Tn6 FP inh = inhibitors of Tn6 peptide binding to human fibrin DD(E) | hit rate 0.21% among 370,000 | Fibrin DD(E) TRITC-Tn6 fluorescence polarization displacement | inhibition, % at 8.3 µM | P02675;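 active means inhibition above a per-campaign cutoff: mean of compounds within control limits plus 3 SD, cut at about 15% in these data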;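 further: 0% = median of all compound wells on the plate and 100% = blocking peptide control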
ADAM10 inh = inhibits human ADAM10. O14672. recombinant ADAM10, EDANS/DABCYL FRET peptide cleavage, 3 h. inhibition, % at 7 µM. hit rate 0.62% among 370,000. AID 720582;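 active means inhibition above a per-campaign cutoff equal to the mean of compounds falling between control-based bounds plus 3 SD, cut at about 20% in these data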;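 further: 0% = DMSO wells while the 100% control is not disclosed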
proKLK7 act = proKLK7 (human) activation, primary screen. activation, % at 7 µM. purified proKLK7, EDANS-DABCYL substrate fluorescence; 100% is mature enzyme control, 0% vehicle. P49862. AID 652039. hit rate 0.9% among 370,000;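 active means activation above the mean of all tested compounds plus 3 SD, computed per campaign excluding outliers beyond control limits, cut at about 13% in these data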
Target sequence (P49862 whole entry, looked up): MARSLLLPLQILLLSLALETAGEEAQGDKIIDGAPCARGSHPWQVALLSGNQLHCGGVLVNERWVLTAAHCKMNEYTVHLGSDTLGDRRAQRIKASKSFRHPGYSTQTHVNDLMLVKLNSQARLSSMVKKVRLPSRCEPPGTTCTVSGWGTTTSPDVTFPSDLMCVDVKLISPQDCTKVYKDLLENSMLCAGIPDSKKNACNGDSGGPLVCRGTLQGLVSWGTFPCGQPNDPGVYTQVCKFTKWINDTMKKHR
TDP2 absorb = TDP2 (human) inhibition, absorbance primary screen; AID 720702; inhibition, % at 12.8 µM; hit rate 0.34% among 370,000; recombinant TDP2, T5PNP hydrolysis, p-nitrophenol absorbance 415 nm;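 active means inhibition above the mean of all tested compounds plus 3 SD, set per campaign, cut at about 25% in these data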;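 further: 0% = DMSO with enzyme and 100% = buffer with substrate but no TDP2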
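System – recombinant human TDP2 · Quantity – TDP2 enzyme at 120 nM final · Doses – single concentration, 12.8 µM nominal, with 1% DMSO · Incubation – 2 h at 37 °C · Measured by – epi absorbance of p-nitrophenol freed from T5PNP by hydrolysis · Read-out – % inhibition relative to enzyme-containing and enzyme-free wells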
PLC-gamma1 inh = blocks human PLC-gamma1 enzyme activity; inhibition, % at 12.2 µM; hit rate 0.84% among 370,000; purified PLC-gamma1, fluorogenic substrate, fluorescence; P19174; in the data active means inhibition above about 9.5%
ASAP1 inh = inhibitors of human ASAP1 ArfGAP activity; Q9ULH1; ASAP1-stimulated ARF1 GTP hydrolysis, GDP FP detection; inhibition, % at 16.5 µM; hit rate 0.19% among 360,000; AID 624377; in the data active means inhibition above about 25%;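 further: 0% = vehicle with enzyme and substrate and 100% = no enzyme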
An asterisk follows results filed as active; i = inactive.

1. Cc1cc(C(=O)Nc2c(F)cc(F)cc2Br)c(C)o1
2. CC(C)C[C@@H](CN1CCCC1CN1C(=S)NC[C@@H]1Cc1ccc(O)cc1)N1C[C@H](Cc2ccccc2)N(CC2CCCCC2)C1=S (some centres not stated)
3. CCCc1ncc(C(O)(c2ccccc2)c2ccccc2)n1C
4. COc1ccc(C(=O)Nc2ccc(OC)c([N+](=O)[O-])c2)cc1Br
5. CC(=O)c1cccc(NC(=O)N2CCCC2C(=O)Nc2cccc(C)c2C)c1 (configuration not stated)
6. Cc1cccc(C)c1Nc1nnc(SCC(=O)Nc2sccc2C#N)s1
7. Nc1c(-c2ccccc2)c(CSc2nc3ccccc3[nH]2)nn1-c1ccc(Cl)cc1
8. CC(Sc1nnnn1C)C(=O)NC1CCCC1 (configuration not stated)
Screen / compound no.	1	2	3	4	5	6	7	8
ARFGAP1 inhibitor	11	9	14	9	-4	7	2	7
ADAM17 inh	1	2	0	-1	-4	3	4	1
LEDGF integ inh	-1	6	-1	5	1	0	-2	1
DDE Tn7 FP inh	-1	-7	4	-6	-8	-3	5	0
DDE Tn6 FP inh	7	-6	-5	-8	13	-8	-8	-7
ADAM10 inh	3	-7	-3	-1	-3	10	29*	3
proKLK7 act	-0.5	-0.7	0.6	0.8	-0.3	0.8	-0.6	0.1
TDP2 absorb	-3	-1	-8	-1	6	-6	-6	0
PLC-gamma1 inh	0	-2	2	3	-2	-8	12*	5
ASAP1 inh	-3	-2	-3	-8	12	-2	-8	9

Down the list, as entered above.
Compounds 1 to 8 in DDE Tn6 FP inh: 7, -6, -5, -8, 13, -8, -8, -7

Continued:
9. COc1ccc(CCNC(=O)C(=O)N2CCCC2)cc1OC
10. Cc1cc(=O)n2c3ccccc3n(CC(O)CN3CCC(C)CC3)c2c1C#N (configuration not stated)
11. O=C(Nc1ccccc1N1CCOCC1)c1cccc2c(Br)cccc12
12. CC(C)[C@H](NC(=O)N1CCn2c1nc1ccccc12)C(=O)N1CCCCC1
13. COc1cc(-c2nnc(SCC(=O)Nc3ccc4c(c3)OCCO4)o2)cc(OC)c1OC
14. CCOC(=O)CSc1ccc2nnc(-c3cccnc3)n2n1
15. COc1ccc(-c2cc(C)nc(SCc3cccc(C(=O)O)c3)n2)cc1
16. Cc1ccc(S(=O)(=O)N2CCCCC2)cc1C(=O)N1CCCC1
Screen / compound no.	9	10	11	12	13	14	15	16
ARFGAP1 inhibitor	6	1	-11	-9	6	0	-1	-8
ADAM17 inh	0	-17	3	-2	0	-23	-7	2
LEDGF integ inh	5	5	-1	-2	3	-3	1	-1
DDE Tn7 FP inh	-6	-4	-4	-1	-9	-4	-2	-3
DDE Tn6 FP inh	-7	0	0	0	0	-3	6	3
ADAM10 inh	1	-49	6	-7	3	-85	-8	2
proKLK7 act	0.1	-0.1	0.2	-0.2	0.1	-0.3	0.6	0.2
TDP2 absorb	-8	-4	-3	8	5	-2	5	-15
PLC-gamma1 inh	4	-3	-4	5	4	-43	0	4
ASAP1 inh	-3	4	7	-18	3	5	1	8

17. Cc1c(O)ccc2c(CN3CCOCC3)cc(=O)oc12
18. CCNC(=S)N1CCc2ccccc2C1
19. CC1CCN(c2nc3c(c(=O)[nH]c(=O)n3C)n2CC(C)CSc2nnnn2-c2ccccc2)CC1 (configuration not stated)
20. O=C1CCN(Cc2ccccc2)S(=O)(=O)c2ccc(C(F)(F)F)cc21
21. O=C(O)CCC(=O)NCc1ccc(F)cc1
22. O=C(Nc1ccccc1N1CCOCC1)c1ccc(N2CCOCC2)c([N+](=O)[O-])c1
23. c1ccc(Cc2nc3ccccc3s2)cc1
24. CCCn1c(SCC(=O)N(CC)CC)nnc1-c1ccncc1
Screen / compound no.	17	18	19	20	21	22	23	24
ARFGAP1 inhibitor	0	3	-5	1	-7	13	7	-7
ADAM17 inh	i	0	2	1	-2	-2	-6	-1
LEDGF integ inh	3	-4	-2	-2	1	-7	-4	3
DDE Tn7 FP inh	-4	3	0	1	3	2	-4	-1
DDE Tn6 FP inh	-2	-1	0	3	0	0	-7	-1
ADAM10 inh	i	-2	6	-1	2	-2	-25	0
proKLK7 act	41*	0.0	0.5	-0.1	-0.4	0.0	0.3	-0.1
TDP2 absorb	15	3	5	-13	4	0	-5	3
PLC-gamma1 inh	i	1	2	-2	1	0	-4	0
ASAP1 inh	19	-1	8	11	-10	3	-8	6

25. CCN(CC)Cc1c(C)[nH]c2ccc(NC(C)=O)cc2c1=O
26. Cc1ccc(C)c(NC(=S)NC(NC(=O)/C=C/c2ccccc2)C(Cl)(Cl)Cl)c1 (configuration not stated)
27. CCCc1nnc(NC(=O)C(=O)NCCN(CC)CC)s1
28. CC(OC(=O)c1cccc(-n2cnnn2)c1)C(=O)Nc1ccc(F)c(F)c1F (configuration not stated)
29. Cc1ccc(C)c(N2CCN(C(=O)C(Cc3ccccc3)n3cccc3)CC2)c1 (configuration not stated)
30. C[C@@H]1Cn2cnc(C(=O)N[C@@H](C)c3ccccc3)c2C(=O)N1
31. N#CC1=C(SCC(=O)NC2CC2)NC(=O)C(C#N)C12CCCCC2 (configuration not stated)
32. c1ccc(CN2CCOCCOCCOCCOCC2)cc1
Screen / compound no.	25	26	27	28	29	30	31	32
ARFGAP1 inhibitor	0	2	2	6	3	-4	6	2
ADAM17 inh	-29	-7	-3	-5	7	-1	-4	-2
LEDGF integ inh	0	-1	-6	0	0	0	-4	-2
DDE Tn7 FP inh	5	5	0	-6	4	-3	6	-5
DDE Tn6 FP inh	5	0	2	-11	-2	6	2	3
ADAM10 inh	-94	2	-3	-10	2	-3	0	-7
proKLK7 act	1.1	-0.6	-0.4	-0.2	0.4	-0.2	0.6	-0.3
TDP2 absorb	0	4	6	-10	1	3	-6	-4
PLC-gamma1 inh	-6	-2	0	-4	2	1	-1	-2
ASAP1 inh	4	3	-3	-4	-2	17	3	4

33. COc1ccc(-c2csc(Nc3cc(C)ccn3)n2)cc1OC
34. CC(C)[C@H](NC(=O)c1ccc(F)cc1)C(=O)N(C)Cc1cccs1
35. O=C(NCc1cnn(-c2ccccc2)c1)C1CCC(=O)N(C2CC2)C1 (configuration not stated)
36. CCOCC(=O)Nc1ccc([N+](=O)[O-])cc1C
37. COc1ccc(S(=O)(=O)n2ccc(-c3ccc(OCCN(C)c4ccccn4)cc3)n2)cc1
38. CC(=O)Nc1ccc(S(=O)(=O)Nc2nc3ccccc3nc2-n2ccc(=NC(=O)c3ccccc3)cc2)cc1
39. CN(C)C1C(=O)c2ccccc2C1=O
40. Cc1ccc(NC(=O)C2(C)CCN2Cc2cccc3c2OCO3)cc1O (configuration not stated)
Screen / compound no.	33	34	35	36	37	38	39	40
ARFGAP1 inhibitor	8	9	5	0	1	-10	14	-2
ADAM17 inh	2	1	-3	0	2	-2	-6	7
LEDGF integ inh	6	-1	0	1	-2	-8	0	-2
DDE Tn7 FP inh	-2	5	-5	1	0	3	-3	-8
DDE Tn6 FP inh	-14	14	9	10	2	-12	-2	3
ADAM10 inh	18	-6	-6	3	2	-7	-6	-7
proKLK7 act	1.0	-0.6	0.1	-0.7	-0.2	39*	0.9	0.5
TDP2 absorb	-6	-6	4	16	-2	-9	8	-4
PLC-gamma1 inh	1	1	-2	2	-1	-43	-2	2
ASAP1 inh	13	5	3	7	2	-7	1	7

Just DDE Tn7 FP inh (four entries from above):
#	SMILES	DDE Tn7 FP inh
33	COc1ccc(-c2csc(Nc3cc(C)ccn3)n2)cc1OC	-2
34	CC(C)[C@H](NC(=O)c1ccc(F)cc1)C(=O)N(C)Cc1cccs1	5
35	O=C(NCc1cnn(-c2ccccc2)c1)C1CCC(=O)N(C2CC2)C1 (configuration not stated)	-5
36	CCOCC(=O)Nc1ccc([N+](=O)[O-])cc1C	1

The results go on.
41. C=CCNc1ccc2c(c1)OC[C@H](Cc1ccccc1)NS2(=O)=O
42. COc1cccc(CNC2CCCc3ccccc32)c1OC (configuration not stated)
43. CCOC(=O)c1c(C)[nH]c(C(=O)CN2CC(C)OC(C)C2)c1C (configuration not stated)
44. CCS(=O)(=O)NCC(c1cccnc1)N1CCN(c2ccccc2OC)CC1 (configuration not stated)
45. COC(=O)c1ccc(C(C2C(=O)CC(C)(C)CC2=O)C2C(=O)CC(C)(C)CC2=O)cc1
46. Cc1ccc(SCCC(=O)OCC(=O)Nc2ccc(S(N)(=O)=O)cc2)cc1
47. O=C(O)c1ccc(S(=O)(=O)N2CCOCC2)o1
48. Cc1cccc(OCc2nnc(SCC(=O)NC3CCCCC3)n2C)c1
Screen / compound no.	41	42	43	44	45	46	47	48
ARFGAP1 inhibitor	11	-4	5	0	-2	12	-4	3
ADAM17 inh	-1	0	-2	4	-4	0	-2	1
LEDGF integ inh	2	0	3	2	1	3	-5	2
DDE Tn7 FP inh	1	2	-8	-2	-2	-7	4	-1
DDE Tn6 FP inh	-4	2	1	-7	2	-3	8	-1
ADAM10 inh	-4	-11	1	-10	-10	4	-3	-1
proKLK7 act	0.3	-0.2	-0.5	0.7	0.1	0.3	-0.1	0.2
TDP2 absorb	5	0	29*	4	-4	-2	11	-2
PLC-gamma1 inh	1	1	-1	3	2	-1	2	3
ASAP1 inh	-10	-18	-2	-6	-7	12	3	0

49. Cc1ccccc1Oc1ccc2c(c1)[C@@H]1C[C@H](N(C)C(=O)Nc3cc(Cl)cc(Cl)c3)[C@H]([C@H](C)O)C(=O)N1CC2
50. Cc1cccc(C(=O)Nc2ccc(C(=O)N/N=C/c3cccc(C)n3)cc2)c1
51. O=C1CSC(=S)N1N=Cc1ccc(Cl)s1
52. Cn1cc(C(=O)NCCN2CCN(c3cccc(Cl)c3)CC2)c2c3ccccc3n(C)c2c1=O
Screen / compound no.	49	50	51	52
ARFGAP1 inhibitor	11	5	-8	-1
ADAM17 inh	-1	2	-5	-34
LEDGF integ inh	2	-1	4	0
DDE Tn7 FP inh	5	-3	2	-3
DDE Tn6 FP inh	2	4	7	-4
ADAM10 inh	0	-2	-20	-90
proKLK7 act	0.2	-0.8	0.1	-2.0
TDP2 absorb	-4	-6	0	3
PLC-gamma1 inh	2	-4	-14	-23
ASAP1 inh	-1	14	0	7
